TDP-43 yeast inh – rescues yeast growth from TDP-43 toxicity; TDP-43 expressing yeast growth rescue, BacTiter-Glo, 24 h; Potency, µM (doses to about 46.1 µM), for the others: at the highest dose growth rescue (activation), actives largely listed as activators; actives 1.8% (n = 410,000); AID 652104; also: potency is read from the fitted curve at half-maximal effect; % of control where 0% means no effect; nearly all actives have a fitted effect of over 50% in size
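Growth rescue of TDP-43-toxic yeast measured as ATP luminescence (BacTiter-Glo). Cells grown to mid-log in raffinose, induced in galactose at OD600=0.02, exposed to compound 24 hr at 30 deg C.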
PTHR1 ag – PTHR1 (human) receptor agonism | HEK293 GP2 PTHR1 cells, GloSensor cAMP luminescence, 1 h | Potency, µM (series often up to 115 µM), for the others: at the highest dose activation, usual class: activators | actives 0.075% (n = 410,000); also: potency is read from the fitted curve at half-maximal effect; nearly all actives have a fitted effect of over 55% in size; some results filed as inactive show a strong effect at the top dose; inactives centre near -15; many of its hits are not listed in these tables
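HEK-293-derived GP2 cells expressing PTHR1 and a GloSensor cAMP reporter, 3,000/well, plated overnight, given luciferin plus IBMX (each 0.5 mM as added) for 1 h at 37 °C, then compound for 1 h at 37 °C. Luminescence was read after 15 min at room temperature.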
D3 ag – activates the human D3 dopamine receptor | D3R DiscoveRx beta-arrestin cells, luminescence, 90 min | max activation, % | AID 652048 | P35462 | actives 0.58% (n = 410,000); in the data active = max activation above about 30%; also: 0% is about no effect; mostly tested at two doses, the higher about 12 µM
Target sequence (P35462 whole entry, looked up): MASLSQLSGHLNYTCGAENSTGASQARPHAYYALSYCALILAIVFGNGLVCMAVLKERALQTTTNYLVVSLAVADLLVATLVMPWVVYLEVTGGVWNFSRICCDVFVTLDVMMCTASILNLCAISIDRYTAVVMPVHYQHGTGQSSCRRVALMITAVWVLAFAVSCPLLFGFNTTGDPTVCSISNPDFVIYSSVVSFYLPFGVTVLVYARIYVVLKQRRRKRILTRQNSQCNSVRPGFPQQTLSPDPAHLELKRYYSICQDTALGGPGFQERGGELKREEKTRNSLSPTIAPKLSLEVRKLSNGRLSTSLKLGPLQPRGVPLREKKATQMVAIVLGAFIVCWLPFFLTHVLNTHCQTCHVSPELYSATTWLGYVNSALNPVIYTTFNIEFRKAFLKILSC
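Agonist-mode cell screen: cells plated at 1500/well and incubated overnight at 37 °C, then exposed to library compounds for 90 min at 37 °C. Detection reagent was added for 30–60 min at room temperature, and luminescence was read.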
D3 antag – blocks the human D3 dopamine receptor; D3R cells, DiscoveRx beta-arrestin luminescence, antagonist mode; hits give low values; max response, negative = inhibition, %; actives 2.5% (n = 360,000); in the data active = max response below about -50%; inconclusive = no clear call, values can overlap the other calls; also: % is scaled to controls: 0 for no effect and ±100 for the full control effect; mostly tested at two doses, the higher about 12 µM
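Cells expressing the human receptor were seeded at 1500 cells/well, incubated overnight at 37 degrees C in 5% CO2, then exposed to library compounds with dopamine controls for 90 minutes at 37 degrees C before luminescent detection.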
GLP-1R inv ag – GLP-1 receptor (human) inverse agonism | P43220 | actives 1.6% (n = 410,000) | AID 624417 | HEK293 GLP-1R CRE-luciferase, luminescence, 24 h; GLP-1R form is constitutively active | Potency, µM (doses to about 38.3 µM), for the others: at the top dose activity change, negative = inhibition, most hits filed as inhibitors; also: potency is read from the fitted curve at half-maximal effect; % is scaled to controls: 0 for no effect and ±100 for the full control effect; nearly all actives have a fitted effect of over 55% in size
Target sequence (P43220 whole entry, looked up): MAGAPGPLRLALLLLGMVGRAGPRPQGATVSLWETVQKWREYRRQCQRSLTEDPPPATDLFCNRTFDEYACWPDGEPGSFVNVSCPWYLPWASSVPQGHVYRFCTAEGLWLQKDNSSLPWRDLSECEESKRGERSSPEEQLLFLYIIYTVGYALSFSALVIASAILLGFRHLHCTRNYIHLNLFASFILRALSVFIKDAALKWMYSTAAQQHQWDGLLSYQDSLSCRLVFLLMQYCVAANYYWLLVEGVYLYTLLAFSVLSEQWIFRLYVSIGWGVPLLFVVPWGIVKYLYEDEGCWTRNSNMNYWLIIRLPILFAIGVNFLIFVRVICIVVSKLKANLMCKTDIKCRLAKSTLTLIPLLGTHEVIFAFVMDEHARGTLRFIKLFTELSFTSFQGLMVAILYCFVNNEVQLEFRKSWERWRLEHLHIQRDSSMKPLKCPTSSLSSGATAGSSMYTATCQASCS
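qHTS in 1536-well format: reporter HEK293 cells expressing constitutive GLP-1R activity in DMEM + 10% Nu serum, 24 hr with compounds at 37 deg C, luminescence read after 12 min with detection reagent.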
aSyn yeast inh – inhibitors of alpha-synuclein toxicity in yeast. Potency, µM (highest dose often 46.1 µM), for inactives: at the top dose growth rescue (activation), most hits filed as activators. actives 0.14% (n = 370,000). AID 652106. Yeast expressing alpha-synuclein, growth rescue, BacTiter-Glo, 24 h; also: potency is read from the fitted curve at half-maximal effect; % of control where 0% means no effect; nearly all actives have a fitted effect of over 65% in size
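Rescue of yeast growth: cells expressing toxic alpha-synuclein, induced in galactose at OD600 0.02, incubated with compound 24 h at 30 C. ATP luminescence quantified growth; inhibitors of toxicity appear as activators.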
GLP1R cytotox – cytotoxic in the GLP-1 receptor inverse agonist counter-screen. HEK293 cAMP-luciferase reporter cells, luminescence, 24 h. Potency, µM (titrated, usually from 38.3 µM), without a hit: at the highest dose activity change, negative = inhibition, actives largely listed as inhibitors. actives 0.13% (n = 410,000);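 also: loss of luciferase light is scored as toxicity; potency is read from the fitted curve at half-maximal effect; % is scaled to controls: 0 for no effect and ±100 for the full control effect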
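Compound-treated cells are incubated 24 hr at 37 deg C under 5% CO2 after a 12 hour attachment period, then luciferase detection reagent is added and luminescence is measured following 12 min at room temperature; lowered signal indicates toxicity.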
GLP1R ag – agonists of human GLP-1 receptor; P43220; HEK293 GLP-1R CRE-luciferase, luminescence, 4-6 h; cells express a hypersensitive GLP-1R form; Potency, µM (titrated, usually from 45.6 µM), for the others: at the highest dose activation, hits mostly activators; actives 0.007% (n = 380,000); AID 624172; also: potency is read from the fitted curve at half-maximal effect; % of control where 0% means no effect
KB-V1 cytotox – kills drug-selected multidrug resistant KB-V1 cells; actives 3.4% (n = 400,000); AID 1347076; Potency, µM (highest dose often 46.1 µM), for inactives: at the highest dose activity change, negative = cytotoxicity, usual class: cytotoxic; KB-V1 MDR cells viability, CellTiter-Glo, 72 h; also: potency is read from the fitted curve at half-maximal effect; % is scaled to controls: 0 for no effect and ±100 for the full control effect; nearly all actives have a fitted effect of over 60% in size
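qHTS viability screen in drug-selected KB-V1 MDR cells: 72 h compound treatment at 37 degrees C, ATP luminescence end point.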
Active calls of the source: *; i = inactive; u = inconclusive; x = not tested or not shown; [ ] = dose if it differs, or a comment. Unless noted, calls follow the shape of the dose curve; as a rule, active = well fitted curve in the direction sought with a large enough effect; inconclusive = small, poorly fitted or top-dose-only effect, or another doubt; inactive = no such curve, though single readings can be large; an effect the other way counts as inactive or inconclusive. An excerpt, so the mix of outcomes need not match the whole.

SMILES | TDP-43 yeast inh | KB-V1 cytotox | aSyn yeast inh | GLP1R cytotox | D3 antag | PTHR1 ag | GLP-1R inv ag | D3 ag | GLP1R ag
O=C(c1ccc(-n2cccc2)cc1)N1CCCCC1 | -7% | u | 15% | 3% | 3 | i | -17% | 1 | 8%
CCN(CC)S(=O)(=O)c1nnc(NC(=O)COc2ccccc2F)s1 | 16% | x | x | -1% | x | -13% | -3% | -3 | x
CC(C)Oc1ccc(C(=O)OCC(=O)N2CCCc3ccccc32)cc1 | 6% | -3% | -7% | 10% | -1 | i | u | -10 | -1%
COCCN(C(=O)CCC(=O)Nc1cc(C)on1)C(C(=O)NC(C)(C)C)c1cccc(OC)c1OC (stereo not drawn) | 0% | -18% | -1% | 7% | -11 | i | 4% | -8 | 0%
O=C(CSc1nc2ccccc2c(=O)[nH]1)Nc1ccc(N2CCOCC2)c(Cl)c1 | 19% | u | 0% | -1% | -14 | -34%[inhibitor] | 128%[activator] | -12 | 19%
O/N=C\c1ccc2noc(-c3ccc(Cl)cc3)c2c1 | 11% | 18% | -1% | 6% | -3 | -17% | -6% | 1 | -3%
O=C(CCN1C(=O)/C(=C/c2ccccc2Cl)SC1=S)NC1CCCC1 | -13% | -4% | -1% | 4% | u | -5% | -11% | -10 | -3%
CCC(C)NC(=O)c1cc2c(=O)n(CC)c3ccccc3c2s1 (stereo not drawn) | u | u | 11% | 14% | -18 | i | 23% | -8 | 19%
Cc1cc(C)c2c(=O)n(CC(=O)N3CCN(c4ccccc4)CC3)ccc2n1 | 26% | 24% | -3% | 2% | -3 | -21% | 5% | -3 | -2%
CN(CCO)C(=O)c1nc[nH]c1C(=O)N1CCN(C(=O)OC(C)(C)C)CC1 | 0% | -20% | 2% | 2% | 0 | -27% | -6% | -8 | 4%
COc1ccc(CNC(=O)C2CCN(C(=O)c3cccc(Cl)c3)CC2)cc1 | 17% | x | 1% | 9% | -15 | -12% | 8% | 7 | -9%
O=C(CS(=O)(=O)c1c[nH]c2ccccc12)N1CCCCC1 | -12% | 0% | -6% | 7% | -18 | i | -13% | -4 | 0%
O=C(NCCCN1CCN(c2ccccc2F)CC1)c1cc2c(Cl)nc3ccccc3c2s1 | -2% | 15% | x | -1% | x | -24% | 30% | 7 | 8%
Cc1ccc(CN2C(=O)CNC2=S)cc1 | 8% | 0% | -1% | 5% | 1 | i | -15% | 0 | -1%
O=C(c1cccs1)N1CCN(c2ccccc2)CC1 | u | 15% | 3% | -8% | 1 | i | 6% | -5 | -5%
CCOC(=O)C1=C(C)N(CC)C(=S)NC1c1ccccc1OC(F)F (stereo not drawn) | -25% | -19% | 1% | 5% | 8 | 3% | 2% | 2 | 3%
Clc1ccccc1-c1nn2c(Cn3cnc4ccccc43)nnc2s1 | 4% | u | 9% | -14% | 2 | i | 55%[activator] | 7 | -3%
CN(CC(=O)Nc1ccccc1Cl)C(=O)c1ccc(Cl)c(S(=O)(=O)N2CCCCCC2)c1 | 1% | -16% | 14% | -16% | -4 | -31%[inhibitor] | u | -7 | 13%
CCCCn1c(SCC(=O)Nc2ccc(C)c(S(=O)(=O)N3CCOCC3)c2)nnc1C(CC)N(C)C (stereo not drawn) | -22% | -15% | -7% | 17% | -11 | -20% | 6% | -20 | 6%
Cc1ccc(CSCc2ccc(C(=O)NC3CC3)o2)cc1 | u | u | 5% | 3% | 21 | -36%[inhibitor] | u | -5 | 11%
Nc1ccc2nc(C(F)(F)F)[nH]c2c1 | -4% | -1% | 1% | -2% | -3 | i | -7% | 0 | -3%
CCN(C(=O)CSc1nc2ccccc2n1C)C1CCS(=O)(=O)C1 (stereo not drawn) | 8% | 6% | 0% | -12% | 1 | -28% | 10% | -2 | -2%
CN(C)c1ccc(-c2sc(Nc3ccccc3)n[n+]2-c2ccc(F)cc2)cc1 | 7% | u | -9% | -5% | 22 | i | -11% | 5 | 2%
Cc1ccc(N2C(=O)C3CCCN3C2=S)cc1 (stereo not drawn) | -12% | 28% | -4% | -1% | 26 | i | -11% | 1 | 11%
COc1ccc(C(=O)NC(C)CCCC(C)(C)O)cc1OC1CCN(C(C)=O)CC1 (stereo not drawn) | -6% | -11% | 0% | -3% | 0 | -20% | 17% | -12 | 4%
CC(=O)c1ccc(OC2OCCOC2Oc2ccc(C(C)=O)cc2)cc1 (stereo not drawn) | 14% | -13% | 5% | -36% | 7 | -23% | -3% | -2 | -1%
O=C(NN=C1CCC(c2ccccc2)CC1)c1ccccc1-n1cccc1 (stereo not drawn) | 22% | 4% | 5% | 13% | 10 | -29% | 16% | 2 | -6%
CC(=O)Oc1ccc(N2C(=O)CCC2=O)cc1 | -10% | 15% | 0% | -5% | -5 | -16% | 4% | -9 | -7%
COc1ccc(/C=C(\C#N)C(=O)OCC(=O)N(C)C2CCS(=O)(=O)C2)cc1 (stereo not drawn) | -1% | -1% | -10% | 24% | 27 | i | 8% | 1 | 3%
COc1ccc(CCNC(=O)CSc2n[nH]c(C)c2[N+](=O)[O-])cc1OC | 9% | 7% | -8% | 1% | -2 | i | 29% | -12 | 13%
CC(=O)Nc1ccc(OCC(=O)NCc2ccc(C)cc2)cc1 | 18% | u | 7% | -13% | 13 | i | 8% | 0 | -2%
COc1ccc(/C=N/Nc2nc(=O)[nH]nc2C)cc1OC | -14% | 20% | -8% | 15% | -15 | i | 45%[activator] | -15 | 8%
Cc1cc(C)cc(OCC(=O)NNC(=O)c2ccccn2)c1 | 20µM* | -4% | u | u | -18 | i | 13µM* | -5 | -1%
Cc1ccc(-c2noc(-c3ccccc3C(=O)NCc3ccco3)n2)cc1 | 12% | -16% | u | -6% | 0 | -7% | u | -1 | 28%
Cc1oc(C(C)(C)C)cc1C(=O)Nc1cccc(/C=C\C(=O)O)c1 | -7% | 2% | 11% | -12% | 5 | -17% | 9% | -1 | 9%
Cc1nn(CC(=O)N(C)C)c(C)c1S(=O)(=O)N1CCOCC1 | 15% | 18% | -2% | -14% | 12 | i | 14% | 1 | 3%
CC(C)(C)n1ncc(Oc2ccccc2[N+](=O)[O-])c(Cl)c1=O | 21% | 18µM* | 0% | -2% | 4 | -7% | u | -4 | 3%
CCOC(=O)CN(Cc1ccccc1)S(=O)(=O)c1ccc(NC(C)=O)cc1 | -27% | 15µM* | 2% | 6% | 25 | -7%[57.5 µM] | -8% | 5 | -5%
O=C1/C(=C/c2ccncc2)SC(=S)N1Nc1ccccc1 | u | -19% | -1% | 0% | -24 | -41%[inhibitor] | u | 13 | 0%
Cc1cccc(C2=NN(c3ccc(Br)cc3)[C@@H](C(=O)N3CCOC3=O)[C@@H]2c2ccc(Cl)cc2)c1 | 1% | 0% | 19% | 71%[activator] | 19 | i | u | -11 | -1%
COc1cc(Nc2ccc(S(=O)(=O)N3CCN(C)CC3)cc2[N+](=O)[O-])cc(OC)c1 | -16% | 4% | 4% | -14% | -13 | i | u | -13 | 17%
Nc1nnc(C2CCCC2)s1 | 13% | 3% | -1% | -11% | 6 | -22% | 1% | 2 | -1%
COc1ccc(C)cc1NC(=O)CSc1ncc2c(n1)-c1ccc(Cl)cc1N(Cc1ccccc1)S2(=O)=O | -15% | -10% | x | 1% | x | u | -6% | -14 | x
COc1cc(OC)c(N(C)S(=O)(=O)c2cccc(C(=O)Nc3nccs3)c2)cc1Cl | -5% | u | -1% | -15% | 45 | -18% | u | 17 | 17%
CC(=O)c1ccc(S(=O)(=O)Nc2ccc(C(=O)NCCCn3ccnc3)cc2)cc1 | 7% | 5% | -10% | 1% | -5 | -32%[inhibitor] | 11% | -1 | 0%
CC(C)c1ccc(NC(=O)CCNC(=O)N2CC(=O)Nc3ccccc32)cc1 | -6% | 0% | 10% | -14% | 0 | -22% | u | -9 | -3%
Cc1cc(NC(=O)COC(=O)[C@H](C)NC(=O)c2ccccc2)no1 | -13% | 9% | 0% | 0% | 11 | -4%[57.5 µM] | -3% | -8 | 4%
CC(=O)Nc1ccc(NS(=O)(=O)c2ccccc2)c2ccccc12 | -11% | 3% | -3% | 0% | -16 | -10% | 18% | -10 | 10%
Cn1c(-c2cccs2)nc2ccccc21 | 22% | 21% | 4% | 3% | 3 | -13% | 10% | 6 | 2%
COc1ccc(CN2CCN(Cc3ccon3)CC2CCO)c(C)c1C (stereo not drawn) | -14% | 3% | 11% | 2% | 7 | -15% | -3% | -6 | -5%
CC[C@H]1C(Nc2ccccc2)C[C@@H]2CCN3C(=O)CC[C@H]1[C@H]23 (stereo partly drawn) | -1% | -14% | -3% | -5% | 0 | -12% | 2% | -22 | 0%
CC(C)c1ccc(-c2noc(C3CCCN(S(C)(=O)=O)C3)n2)cc1 (stereo not drawn) | u | 18µM* | -3% | -16% | -4 | i | -1% | 5 | 23%
O=C(Nc1ccccc1N1CCOCC1)C1CCCO1 (stereo not drawn) | 16% | -30% | -1% | -18% | 3 | i | -2% | 7 | -20%
Cc1ccc(NS(=O)(=O)c2ccc(C(=O)NCCCN3CCCC3=O)cc2)cc1 | 8% | 0% | -2% | 8% | -6 | -21% | 12% | -4 | 3%
COc1ccc(C(C)(C)C)cc1NC(=O)CSc1ncn[nH]1 | 12% | 9% | 2% | -5% | -13 | i | -18% | 1 | 16%

Three entries out of the list, ordered by length of the SMILES, smallest number first.
SMILES | TDP-43 yeast inh | KB-V1 cytotox | aSyn yeast inh | GLP1R cytotox | D3 antag | PTHR1 ag | GLP-1R inv ag | D3 ag | GLP1R ag
COc1ccc(CN2CCN(Cc3ccon3)CC2CCO)c(C)c1C (stereo not drawn) | -14% | 3% | 11% | 2% | 7 | -15% | -3% | -6 | -5%
CC(C)c1ccc(NC(=O)CCNC(=O)N2CC(=O)Nc3ccccc32)cc1 | -6% | 0% | 10% | -14% | 0 | -22% | u | -9 | -3%
COc1cc(Nc2ccc(S(=O)(=O)N3CCN(C)CC3)cc2[N+](=O)[O-])cc(OC)c1 | -16% | 4% | 4% | -14% | -13 | i | u | -13 | 17%
